Mtb BioA inh – M. tuberculosis BioA enzyme inhibitors, primary screen, biochemical, plate reader, single point, HTS. inhibition, % at 9.99 µM. 7,8-diaminopelargonic acid synthase BioA (Mycobacterium tuberculosis). purified M. tuberculosis BioA enzyme. actives 0.096% (n = 360,000). AID 602481, 2012; in the data active = inhibition above about 40%; inconclusive = no clear call, values can overlap the other calls
BoNT A protease – BoNT/A light chain protease inhibitors, primary screen, biochemical, flow cytometry, MLPCN library. Botulinum neurotoxin type A light chain protease (Clostridium botulinum A str. ATCC 3502). multiplex microsphere protease substrate cleavage. inhibition, % at 10 µM. actives 0.17% (n = 360,000). AID 588499, 2011; in the data active = inhibition above about 30%; inconclusive = no clear call, values can overlap the other calls; also: plate controls were buffer without enzyme for full effect and enzyme alone for no effect
PrPC surface inh – inhibitors of human cell surface prion protein PrPC, primary screen, cell-based, TR-FRET; Major prion protein (Homo sapiens), P04156; TR-FRET read-out; inhibition, % at 13.8 µM; actives 0.43% (n = 370,000); AID 720596, 2013; in the data active = inhibition above about 24%; also: 0% = median of the test wells and 100% = reference compound wells
GDH-TPI inh – GDH-TPI coupling enzyme inhibitors, primary screen, artefact control for M. tuberculosis FBA inhibitor project, biochemical, absorbance, full deck | AID 588335, 2011 | GDH-TPI coupled enzyme counterscreen, NADH absorbance | actives 1.2% (n = 360,000) | inhibition, % at 4.8 µM;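 also: 0% = DMSO wells and 100% = wells lacking the enzyme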
FadD28 binding – inhibitors of FadD28 bisubstrate probe binding, primary screen, biochemical, fluorescence polarization, single point; Mycobacterium tuberculosis FadD28 fatty-acid-AMP ligase; inhibition, % at 12.5 µM; actives 0.22% (n = 360,000); AID 588549, 2011; in the data active = inhibition above about 8.5%, passing the limit was not always enough; inconclusive = no clear call, values can overlap the other calls
BoNT-F LC inh – BoNT/F light chain protease inhibitors, primary screen, biochemical, flow cytometry, MLPCN library. Botulinum neurotoxin type F light chain protease (Clostridium botulinum). Multiplex microsphere protease cleavage assay. inhibition, % at 10 µM. actives 0.22% (n = 360,000). AID 588497, 2011; in the data active = inhibition above about 35%, passing the limit was not always enough; inconclusive = no clear call, values can overlap the other calls; also: plate controls were buffer without enzyme for full effect and enzyme alone for no effect
CCHF vOTU inh – CCHFV vOTU protease inhibitors, primary screen, biochemical, Pep-AMC substrate, fluorescence. actives 0.55% (n = 370,000). inhibition, % at 11.5 µM. Crimean-Congo hemorrhagic fever virus L polyprotein viral ovarian tumor (vOTU) protease …; also: 0% = vehicle wells with enzyme and 100% = no enzyme wells
Mtb UGM inh – M. tuberculosis UGM enzyme inhibitors, primary screen, biochemical, fluorescence polarization, single point | UDP-galactopyranose mutase (Mycobacterium tuberculosis (strain ATCC 25618 / H37Rv)), … | inhibition, % at 10 µM | AID 504406, 2011 | purified UGM, fluorescence polarization probe displacement | actives 0.06% (n = 320,000); in the data active = inhibition above about 10%, passing the limit was not always enough; inconclusive = no clear call, values can overlap the other calls
Target sequence (P9WIQ1 whole entry, looked up): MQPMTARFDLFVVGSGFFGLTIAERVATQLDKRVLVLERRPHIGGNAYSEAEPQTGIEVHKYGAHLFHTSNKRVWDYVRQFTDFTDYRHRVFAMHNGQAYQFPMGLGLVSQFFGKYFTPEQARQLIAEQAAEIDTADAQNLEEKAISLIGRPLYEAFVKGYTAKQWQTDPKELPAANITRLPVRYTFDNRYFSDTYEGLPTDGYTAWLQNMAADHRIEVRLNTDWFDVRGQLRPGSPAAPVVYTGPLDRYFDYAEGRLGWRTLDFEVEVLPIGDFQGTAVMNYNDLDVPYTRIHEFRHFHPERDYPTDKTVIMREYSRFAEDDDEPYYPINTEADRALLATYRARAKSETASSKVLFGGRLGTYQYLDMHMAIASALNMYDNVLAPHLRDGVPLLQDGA
Mtb FBA inh – Mtb FBA enzyme inhibitors, primary screen, biochemical, fluorescence, strain H37Rv | Fructose-bisphosphate aldolase (Mycobacterium tuberculosis (strain ATCC 25618 / H37Rv)), … | purified M. tuberculosis FBA, fluorescence read-out | inhibition, % at 1 µM | actives 2.3% (n = 360,000); in the data active = inhibition above about 27%;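 also: 0% = vehicle and 100% = reference inhibitor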
Target sequence (P9WQA3 whole entry, looked up): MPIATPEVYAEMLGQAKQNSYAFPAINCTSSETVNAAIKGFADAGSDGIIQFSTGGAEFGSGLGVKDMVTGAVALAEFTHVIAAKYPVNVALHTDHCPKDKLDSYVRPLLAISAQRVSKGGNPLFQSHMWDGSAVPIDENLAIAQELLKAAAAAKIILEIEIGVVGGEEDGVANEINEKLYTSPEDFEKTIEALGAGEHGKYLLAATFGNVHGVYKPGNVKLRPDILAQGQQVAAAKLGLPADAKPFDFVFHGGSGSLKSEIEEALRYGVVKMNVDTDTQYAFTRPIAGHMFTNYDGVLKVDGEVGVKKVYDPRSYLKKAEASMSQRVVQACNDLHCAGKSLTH
* marks the source's active call; other numbers are inactive results; u = inconclusive; x = not tested or not shown; + = active, no number. Rule as the data show it, unless noted: active = inhibition above about 30%; inactive = the rest. Random draw from the library; 4.8% or so of the library scored in one or more.

Below each SMILES – Mtb BioA inh	BoNT A protease	PrPC surface inh	GDH-TPI inh	FadD28 binding	BoNT-F LC inh	CCHF vOTU inh	Mtb UGM inh	Mtb FBA inh
> CC(=O)c1cccc(NC(=O)CN(c2ccccc2)S(C)(=O)=O)c1
→ 8.7	0.8	5	9	1.0	-3	0	-2.5	4
> CCCCC1(C)Nc2ccccc2-c2nc3ccccc3n21 (configuration not stated)
→ 0.0	-1.0	6	8	-2.7	-8	-276	-0.3	+
> O=C(Nc1nc(-c2ccc(-c3ccccc3)cc2)cs1)c1cnccn1
→ x	-0.2	3	12	-2.7	-4	-5	2.8	2
> COc1ccc(C2C(C(=O)c3ccc(C)o3)=C(O)C(=O)N2Cc2ccco2)cc1OC (configuration not stated)
→ 1.8	-0.1	-2	16	-1.3	5	6	-2.2	0
> CC(C)(C)N1OC2CC1c1nc3ccccc3n1C2 (configuration not stated)
→ -1.3	-0.5	3	3	-1.5	-6	-1	2.4	-2
> CCN1CCS/C1=C\C=C\C1=[N+](CC)CCS1
→ -0.6	1.4	7	3	0.5	-9	20	x	-61
> COc1ccc(NC(=O)CCN2C(=O)c3ccccc3C2=O)c(OC)c1
→ -2.4	0.5	-4	15	-2.1	12	3	1.2	4
> CC1CCCN(C(=O)COC(=O)c2n[nH]c3ccccc23)C1 (configuration not stated)
→ 0.1	-0.3	1	4	0.2	-7	6	1.6	12
> CC(=O)N1CCC(N(CCCOC(C)C)C(=O)Nc2ccc(Cl)cc2)CC1
→ 1.7	-0.4	18	3	0.2	-9	10	-0.5	2
> Fc1ccccc1NC(=S)N1CCN(Cc2ccc3c(c2)OCO3)CC1
→ x	-0.8	9	1	-0.3	-4	-10	-3.1	4
> COc1cccc(N/C(N)=N/c2nc(C(F)(F)F)cc(=O)[nH]2)c1
→ 0.1	-0.1	-7	10	-4.8	-14	-15	x	-5
> CCn1c(SCC(=O)Nc2cccc(NC(C)=O)c2)nc2c([nH]c3ccccc32)c1=O
→ -2.8	0.8	4	14	0.9	3	-4	0.0	4
> CCNc1nc(C(=O)O)nc(N2CCOCC2)n1
→ x	-0.3	-9	6	0.6	-2	3	2.2	0
> O=C(c1ccc(S(=O)(=O)NCc2ccco2)cc1)N1CCCC1
→ 4.3	1.3	7	0	-0.2	6	-5	3.2	-1
> Cc1ccc(C)c(OCC(=O)N2CCN(C(=O)c3ccco3)CC2)c1
→ 9.3	-1.4	7	5	-0.4	-5	1	0.1	-2
> COc1ccc(Cl)cc1NC(=O)CCCNC(=O)c1ccc(Cl)cc1
→ x	0.3	7	-14	-5.8	-4	9	1.1	0
> OCCC1CN(Cc2cccc3c2OCO3)CCN1Cc1ccccc1 (configuration not stated)
→ 1.0	0.4	-7	2	-3.5	4	-10	3.3	-5
> Cc1ccc(C(=O)NC(=S)Nc2ccc(NC(=O)c3cccs3)cc2)cc1[N+](=O)[O-]
→ x	-0.1	-1	12	0.1	1	-6	-2.4	1
> Nc1nnnn1/N=C/c1ccccc1C(F)(F)F
→ -0.3	-0.5	0	-9	-0.8	-3	6	1.5	4
> O=C(Nc1ccc2c(c1)OCCO2)c1cccnc1Oc1ccc(Cl)cc1
→ x	u	-11	0	-3.1	u	-13	-1.3	-2
> CC1CCCC(C)N1C(=O)Cn1c(SCC(=O)NCc2ccc3c(c2)OCO3)nc2ccccc21 (configuration not stated)
→ 0.6	0.1	0	6	-1.5	2	-6	-2.9	3
> COc1ccccc1N1CCN(C(=O)C2CCCN(S(=O)(=O)c3ccc(C)cc3)C2)CC1 (configuration not stated)
→ -0.2	-0.2	6	-12	0.1	-3	3	3.1	-2
> CCCC(=O)Nc1cc(Cl)ccc1C
→ x	1.2	-2	5	-1.4	0	-2	0.7	4
> COc1ccc(-n2nnnc2-c2cccnc2)cc1
→ -0.9	1.0	-2	11	-1.7	8	1	-1.1	-11
> Cc1cc(NC(=O)CSc2nc3c(C)cccc3cc2C)no1
→ 1.9	-3.3	7	5	-0.9	-2	-5	0.2	1
> COC(=O)C1=C(c2ccccc2OCc2ccccc2)C[C@@H]2CC[C@H]1N2C(=O)NCCCOC(C)C
→ -4.4	-0.4	2	4	-1.0	1	5	-2.5	3
> O=C(NCC(=O)N1CCN(c2ncccn2)CC1)c1ccccc1OC(F)F
→ 0.4	0.5	-10	6	-0.9	2	-2	-5.2	3
> CCC(=O)N1CCc2cc(S(=O)(=O)NCCC(=O)Nc3ccccc3C)ccc21
→ 1.4	-0.9	-6	5	-0.6	4	-9	3.9	2
> CC1CN(c2c3c(nc4ncnn24)CCCC3)CC(C)O1 (configuration not stated)
→ 2.8	-0.9	2	15	-1.8	6	7	-2.1	0
> Cc1noc(-c2ccc(C(F)(F)F)cc2)c1NC(=O)Nc1ccc(Cl)cc1
→ -0.9	0.3	2	9	-0.7	-3	7	2.1	-1
> CCOC(=O)c1[nH]cnc1C(=O)Nc1ccc([N+](=O)[O-])cc1
→ 1.0	1.0	-10	25	1.8	13	2	-1.6	-3
> CCCCc1ccc(NC(=S)N2CCN(c3ncccn3)CC2)cc1
→ -0.3	-1.1	-2	-2	0.3	0	10	-3.2	3
> CCOC(=O)N1CCN(C(=O)C(=O)NN)CC1
→ x	-0.5	4	4	-1.8	-2	-4	0.1	3
> O=S(=O)(c1ccc(Cl)cc1)N1CN(CC2CCCO2)c2nc3ccccc3nc21 (configuration not stated)
→ -0.8	0.8	-3	19	-3.1	-5	-10	1.6	6
> Nn1c(Cc2cccc3ccccc23)nnc1SCC(=O)NCC1CCCO1 (configuration not stated)
→ x	0.2	0	-1	-1.2	-9	-2	-0.7	5
> COc1ccc(OCC(=O)OCC(=O)NC2CC2)cc1
→ -2.8	0.4	8	11	0.5	-4	6	-0.2	2
> Cc1nnc2ccc(-c3cccc(NS(=O)(=O)c4cc(F)ccc4F)c3)nn12
→ -1.3	2.5	-12	8	-2.2	-1	4	1.0	5
> CCC(=O)Nc1nnc(S(=O)(=O)N(CC)c2cc(C)cc(C)c2)s1
→ -1.2	-0.2	6	11	-0.7	25	-1	0.5	5
> O=C(Cc1ccccc1)Nc1ncnc2c1C(c1ccccc1)c1c(ccc3ccccc13)O2 (configuration not stated)
→ -2.1	-0.2	0	2	0.2	-4	10	-1.2	1
> CC(=O)c1ccc(N2C(=O)[C@@H]3[C@H](C2=O)[C@H]2c4ccccc4C=NN2[C@@H]3C(C)=O)cc1
→ x	-2.5	7	17	-0.1	u	-13	4.7	2
> CCN(CC)C(=O)Oc1ccc2cc(Br)ccc2c1
→ x	-0.1	10	-1	-5.7	2	-11	1.9	-7
> CN(C)CCn1c2c(c(SCC(=O)Nc3cccc(C(F)(F)F)c3)nc1=O)CCCC2
→ 1.5	0.9	-13	12	-2.2	3	4	1.1	5
> COc1ccc(C)cc1NC(=O)c1nn(C)cc1Br
→ 0.3	-0.4	0	12	-2.2	-3	-8	-1.9	3
> COCCN(C(=O)CNC(=O)c1cccs1)C(C(=O)NC1CCCCC1)c1ccco1 (configuration not stated)
→ -1.1	0.2	2	-8	-5.2	13	6	1.7	-7
> COC(=O)c1ccccc1OP(=O)(c1cccc([N+](=O)[O-])c1)c1cccc([N+](=O)[O-])c1
→ x	1.8	-15	3	-3.6	13	3	0.3	0
> CN(C)c1nc(N)c([N+](=O)[O-])c(NCCO)n1
→ -0.7	-0.2	3	51*	-3.7	-2	17	-2.0	-2
> O=C(N/N=C/c1ccc2c(c1)OCO2)c1cc(-c2ccc(F)cc2)nc2ccccc12
→ -1.8	-0.1	-2	22	-6.2	-2	-4	-1.0	0
> NC(=O)NC(CC(=O)NCCc1ccc(S(N)(=O)=O)cc1)c1ccccc1Cl (configuration not stated)
→ 0.0	3.1	5	3	-0.8	11	-4	0.6	2
> Cc1cc2occ(CC(=O)NC3(C)CCS(=O)(=O)C3)c2cc1C (configuration not stated)
→ -0.3	2.4	-2	1	-1.8	6	-2	-3.2	-2
> COc1ccc(OC)c(Nc2cc3ccccc3c(=O)[nH]2)c1
→ -2.8	-0.1	-3	17	-0.2	-17	99*	4.9	9
> CN(C)N=Nc1nc2c(c(=O)n(C)c(=O)n2C)n1CC1CO1 (configuration not stated)
→ -1.3	0.2	-6	35*	1.0	7	-4	0.9	-2
> C=CCN=c1sc(C(=O)OC)cc(=O)n1CC=C
→ -1.6	-0.4	-11	19	-1.8	2	-15	2.5	0
> CCC1SC2=NC(C)=C(C(=O)OC)C(c3ccc(C(=O)OC)cc3)N2C1=O (configuration not stated)
→ -1.3	0.8	-7	6	0.7	-6	10	-1.6	-3
> O=C(COC(=O)COc1cccc(F)c1)NCCC1=CCCCC1
→ x	-1.0	8	1	0.1	2	-11	0.3	-3
> FC(F)(F)c1cc(-c2ccccc2)nc(NCc2cccs2)n1
→ 0.0	-0.7	9	11	-3.8	-20	8	-2.3	1
> CC(=O)c1cccc(Nc2cc(C)nc3ccccc23)c1
→ 0.9	-0.3	-1	32*	0.6	1	8	6.6	-6
> COc1ccc(OC)c(S(=O)(=O)Nc2cc(C(=O)O)ccc2N2CC3CC(C2)c2cccc(=O)n2C3)c1 (configuration not stated)
→ -0.4	-0.1	-1	-8	-2.6	-3	-5	-1.9	-8

By substructure, the compounds so far with two or more sulfur atoms (three)
Below each SMILES – Mtb BioA inh	BoNT A protease	PrPC surface inh	GDH-TPI inh	FadD28 binding	BoNT-F LC inh	CCHF vOTU inh	Mtb UGM inh	Mtb FBA inh
> CCN1CCS/C1=C\C=C\C1=[N+](CC)CCS1
→ -0.6	1.4	7	3	0.5	-9	20	x	-61
> Cc1ccc(C(=O)NC(=S)Nc2ccc(NC(=O)c3cccs3)cc2)cc1[N+](=O)[O-]
→ x	-0.1	-1	12	0.1	1	-6	-2.4	1
> CCC(=O)Nc1nnc(S(=O)(=O)N(CC)c2cc(C)cc(C)c2)s1
→ -1.2	-0.2	6	11	-0.7	25	-1	0.5	5
